Assay outcomes (PubChem BioAssay)
Cardiac RTF inh: cardiac RTF calcium sensitivity inhibitors, primary screen, biochemical, IANBD-TnC fluorescence, EC70 calcium | Troponin I, cardiac muscle (Homo sapiens) + Troponin T, cardiac muscle (Homo sapiens) + … | IANBD-labeled cardiac RTF, Ca2+ fluorescence | inhibition, % at 7.15 µM | 0.12% of 340,000 active | AID 493244, 2011;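 active means inhibition above the mean inhibition of all tested compounds plus 3 SD, cut at about 17% in these data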;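 further: assay run at fixed EC70 calcium of 1.6 mM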
OPRM1-OPRD1 ag: agonists of OPRM1-OPRD1 heterodimerization, primary screen, cell-based, luminescence | cells | activation, % at 9.3 µM | 0.3% of 340,000 active; in the data active means activation above about 18%;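 further: 0% = vehicle-treated cells and 100% = reference agonist; values of inactives mirror those of a sister screen read the other way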
Target sequence (P35372 whole entry, looked up): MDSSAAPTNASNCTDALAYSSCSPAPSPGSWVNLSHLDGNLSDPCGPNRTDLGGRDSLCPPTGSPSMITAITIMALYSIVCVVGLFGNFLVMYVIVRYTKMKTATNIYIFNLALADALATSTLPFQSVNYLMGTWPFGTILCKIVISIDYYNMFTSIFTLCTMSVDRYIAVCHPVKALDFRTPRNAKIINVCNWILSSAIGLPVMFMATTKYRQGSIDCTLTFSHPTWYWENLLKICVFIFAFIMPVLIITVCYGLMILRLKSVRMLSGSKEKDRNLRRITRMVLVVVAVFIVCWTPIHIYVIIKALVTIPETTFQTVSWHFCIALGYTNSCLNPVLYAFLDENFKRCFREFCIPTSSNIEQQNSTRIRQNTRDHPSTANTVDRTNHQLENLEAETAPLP
Target sequence (P41143 whole entry, looked up): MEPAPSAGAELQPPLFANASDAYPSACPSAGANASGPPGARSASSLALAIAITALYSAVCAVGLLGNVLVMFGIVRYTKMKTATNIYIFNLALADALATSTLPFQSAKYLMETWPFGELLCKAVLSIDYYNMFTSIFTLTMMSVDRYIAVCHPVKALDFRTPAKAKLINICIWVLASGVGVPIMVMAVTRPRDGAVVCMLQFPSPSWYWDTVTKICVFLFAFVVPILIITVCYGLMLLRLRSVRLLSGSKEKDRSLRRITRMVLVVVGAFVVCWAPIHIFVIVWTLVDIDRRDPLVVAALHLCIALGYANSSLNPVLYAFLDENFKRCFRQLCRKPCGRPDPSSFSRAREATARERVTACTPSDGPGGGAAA
C-LANA FP: inhibitors of KSHV C-LANA binding to DNA, primary screen, biochemical, fluorescence polarization, FAM-LBS DNA, MBP-C-LANA, single point. Kaposi's sarcoma herpesvirus LANA C-terminal domain (residues 932-1162) DNA binding. inhibition, % at 9 µM. 0.078% of 340,000 active;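 active means highest replicate inhibition at or above 60% at 9 µM, even if other replicates fall short; inactive means all replicates below 60% inhibition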;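 further: 0% = neutral control wells and 100% = 4 µM acridine orange control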
V-ATPase pHluor: regulators of yeast V-ATPase proton pumping, primary screen, pHLuorin cytosolic pH fluorescence | S. cerevisiae | response, % at 10 µM | 0.37% of 350,000 active; in the data active means response mostly above about 7.3%, no sharp cut-off; inactive means mostly below about 5.4%; further: actives read high; inactives centre near 0; some compounds called inactive have numbers as strong as hits; reference of the scale not given here
Keap1 Nrf2 FP: Keap1-Nrf2 protein-protein interaction inhibitors, primary screen, biochemical, fluorescence polarization, single point | Kelch-like ECH-associated protein 1 (Homo sapiens), Q14145 | Keap1 Kelch-Nrf2 peptide fluorescence polarization, 1536-well | inhibition, % at 9.4 µM | 0.15% of 340,000 active; in the data active means inhibition above about 12%;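 further: human Keap1 Kelch domain with fluorescein labeled Nrf2 9mer peptide probe; 0% = neutral control wells and 100% = peptide positive control; higher means more block of Keap1 binding to Nrf2 peptide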
OPRM1-OPRD1 inv: inverse agonists of MOR-DOR heterodimerization, primary screen, cell-based, luminescence; inhibition, % at 9.3 µM; cell-based MOR-DOR heterodimer luminescence, inverse agonism; 0.21% of 340,000 active; Mu-type opioid receptor (Homo sapiens) + Delta-type opioid receptor (Homo sapiens), …; in the data active means inhibition above about 22%, passing the limit was not always enough;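 further: 0% = cells with DMSO and 100% = wells without cells with DMSO; values of inactives mirror those of a sister screen read the other way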
Pemphigus Ab inh: inhibitors of pemphigus antibody binding to DSG3, primary screen, biochemical, bead-based, flow cytometry, scFv-GFP. binding (percent of control), % at 10 µM. DSG3-coupled beads, scFv-anti-DSG3-GFP binding; stronger effect = lower value. 0.48% of 310,000 active. Desmoglein-3 (Homo sapiens), P32926;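 active means binding more than 3 SD below its plate's average and above zero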;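 further: hits lower antibody fragment binding to DSG3; some compounds called inactive have numbers as strong as hits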
Wnt act: Wnt/beta-catenin pathway activators, primary screen, cell-based, plate reader, single point. Wnt/beta-catenin reporter cell assay, activator. activation, % at 9.35 µM. 1.2% of 300,000 active. AID 743398, 2014; in the data active means activation above about 30%, passing the limit was not always enough;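 further: 0% = neutral control wells and 100% = positive control wells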
RTF Ca sens act: cardiac RTF calcium sensitivity activators, primary screen, biochemical, IANBD-TnC fluorescence, EC20 calcium; Troponin I, cardiac muscle (Homo sapiens) + Troponin T, cardiac muscle (Homo sapiens) + …; IANBD-labeled TnC RTF fluorescence at EC20 calcium; 0% EC20 calcium, 100% full calcium; activation, % at 7.2 µM; 0.24% of 340,000 active;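 active means activation above the mean over all tested compounds plus 3 SD, cut at about 30% in these data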;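 further: rise in fluorescence read as greater calcium sensitivity of cardiac thin filaments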
Arr AP2 block: inhibitors of beta-arrestin/AP2 binding, primary screen, biochemical, GPCR trafficking, flow cytometry; beta-arrestin 1 C-terminal peptide binding to AP2 beta2-adaptin appendage (human); FITC-arrestin peptide / GST-AP2 beads; AP2 beta2 appendage carries R879A mutation; inhibition, % at 10 µM; 0.31% of 340,000 active; AID 504490, 2011;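 active means inhibition above a set limit, near 3 SD of compounds lacking own fluorescence, cut at about 54% in these data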;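 further: plate controls were DMSO wells for no effect and 5 µM unlabelled arrestin peptide for full effect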
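system = GST-tagged AP2 beta2-adaptin appendage (R879A) on 4 µm glutathione beads | reagent = FITC-labelled arrestin peptide probe, 50 nM final | schedule = compound with beads 12 min RT, then probe 1 h RT | signal = HyperCyt-sampled flow cytometry, FL1 channel, ex 488/em 535 nm | read-out = percent response from loss of bead-bound FITC fluorescence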
* marks the source's active call; other numbers are inactive results; x = no result given.

Cardiac RTF inh	OPRM1-OPRD1 ag	C-LANA FP	V-ATPase pHluor	Keap1 Nrf2 FP	OPRM1-OPRD1 inv	Pemphigus Ab inh	Wnt act	RTF Ca sens act	Arr AP2 block	mol
-23.7	7.6	1.3	1.1	-1.1	-38.0	104.2	1.6	5.3	-12.8	O=C(/C=C/c1ccc(F)cc1)NC(=S)NC1CCCCC1
-16.7	-1.8	-1.2	-4.1	-3.0	11.9	87.9	-4.5	-2.3	-4.6	CCOc1ccccc1N1CC(C(=O)Nc2c(C)n(C)n(-c3ccccc3)c2=O)CC1=O (centres undefined)
-6.0	-0.1	1.4	6.6	-0.1	0.5	101.1	-9.2	3.7	4.1	Cc1nc(-c2ccc3c(c2)CCC(=O)N3)cs1
10.1	-1.4	0.1	-7.2	-3.6	8.9	102.7	1.7	-0.7	-5.2	COC(=O)c1cn(NC(=O)C2COc3ccccc3O2)c(=O)c2ccccc12 (centres undefined)
-7.5	-2.4	2.2	-2.7	4.4	12.1	100.9	-4.1	-1.0	6.4	COc1ccc(/C=N/N2CCOCC2)cc1OCc1ccccc1
-3.6	5.7	-0.8	-0.9	3.1	-32.2	x	-0.1	1.8	9.0	Cc1ccc(C(C)NC(=S)NC2CCCCC2)cc1C (centres undefined)
-4.4	-1.8	-0.5	-4.0	1.7	9.3	97.0	-54.5	-5.7	61.7*	CN(c1ccccc1)c1nc(N)c(C#N)c(CC#N)c1C#N
13.1	-0.5	-0.4	-0.7	-2.1	2.7	98.3	11.4	1.5	9.8	Clc1ccc(-n2cc(COCc3ccccc3)nn2)cc1
-9.6	1.6	-0.1	5.0	2.8	-8.7	93.2	x	-3.3	-4.7	COc1ccc(S(=O)(=O)NCc2ccncc2)cc1OC
-13.6	0.2	-0.8	-2.8	3.1	-1.5	95.9	15.0	-5.4	13.5	Nc1nc(N)c(N=Nc2ccc(Cl)cc2)c(=O)[nH]1
-1.6	0.2	-0.5	-0.3	0.5	-1.8	x	-0.6	0.8	-0.1	COCCn1c(SCc2ccc(OC)c(F)c2)nnc1-c1ccncc1
8.2	-3.1	0.9	1.6	1.2	16.5	106.4	10.5	-0.5	16.7	CCOC(=O)N1CCN(C(=O)CN2C(=O)c3ccccc3S2(=O)=O)CC1
-0.8	-0.9	1.2	4.6	0.0	4.7	101.1	0.1	2.6	17.3	C=CCn1c(=O)c2c(nc3n2CC(C)CN3Cc2ccccc2)n(C)c1=O (centres undefined)
-6.7	-1.1	2.6	1.2	-6.4	5.2	104.4	-6.0	1.4	-14.8	CO/N=C\CC(=O)Nc1ccc(Oc2ccccc2)cc1
3.2	5.1	-1.0	0.4	-2.1	-25.1	x	0.6	12.2	2.2	Cc1cccc(C(=O)NC(=S)NCc2ccccc2)c1
-18.1	2.7	0.0	-0.7	-3.9	-17.0	112.3	-1.1	6.1	-5.2	CCN(CC(=O)N1CCOCC1)S(=O)(=O)c1ccccc1
6.0	-1.1	-0.1	-1.2	-2.2	5.9	106.2	4.8	6.0	8.4	CC1(C(=O)NC(=S)N(Cc2ccccc2)c2ccccn2)CC1(Cl)Cl (centres undefined)
-2.0	3.4	0.5	0.5	-0.9	-21.3	97.2	-1.8	3.3	-3.6	O=C(Nc1cccc(F)c1)c1sc(Cl)nc1-c1ccccc1
-3.5	-0.8	0.7	-3.2	0.2	3.8	103.3	-0.4	-1.6	5.6	CSC(=N/N=C(\N)c1cnccn1)SC
-3.1	-1.8	-0.4	2.5	-1.1	9.4	x	0.2	-3.7	2.4	COc1ccc(CC(=O)N/N=C(\C)c2cccnc2)cc1
-18.3	-2.6	-3.3	0.7	-6.7	13.8	104.5	-0.5	-4.1	17.9	Cc1ccc(NC(=O)C2Cc3ccccc3CN2C(=O)c2ccco2)cc1S(=O)(=O)N(C)C (centres undefined)
-1.7	-1.4	-1.1	-2.3	-1.4	7.5	127.3	-2.2	-1.2	-0.1	Cc1ccc(/C=C/C(=O)NCCCN2CCN(CCCNC(=O)/C=C/c3ccc(C)o3)CC2)o1
-12.0	-4.6	-1.5	4.0	4.7	15.1	109.2	-1.7	1.1	12.1	Cn1cc(C(=O)C(=O)N2CCOCC2)c2ccccc21
-14.6	-2.2	1.8	1.4	-1.9	11.1	109.6	-1.3	1.3	-3.6	c1ccc(Cc2nnc3sc(-c4ccco4)nn23)cc1
0.1	-2.4	-2.7	-6.8	-1.8	12.3	x	x	0.1	0.2	O=C1CCCN1CCCNc1ccc(S(=O)(=O)N2CCCCC2)cn1
-3.2	-1.2	0.0	-0.6	2.7	6.2	100.2	x	3.7	1.9	O=C(NCC1CCCO1)C1CC(=O)N(C2CCCC2)C1 (centres undefined)
-0.3	-2.1	-1.5	0.2	1.1	9.4	97.0	-0.4	0.3	-2.2	Oc1ccccc1-c1cncn1Cc1ccccc1
-4.8	-3.9	-2.2	2.0	-2.4	20.9	95.6	x	7.0	6.2	COc1ccc(/C=C/C(=O)NC(=S)NNC(=O)c2ccco2)cc1

In another format: 13 of the compounds above
SMILES	Cardiac RTF inh	OPRM1-OPRD1 ag	C-LANA FP	V-ATPase pHluor	Keap1 Nrf2 FP	OPRM1-OPRD1 inv	Pemphigus Ab inh	Wnt act	RTF Ca sens act	Arr AP2 block
CCN(CC(=O)N1CCOCC1)S(=O)(=O)c1ccccc1	-18.1	2.7	0.0	-0.7	-3.9	-17.0	112.3	-1.1	6.1	-5.2
CC1(C(=O)NC(=S)N(Cc2ccccc2)c2ccccn2)CC1(Cl)Cl (centres undefined)	6.0	-1.1	-0.1	-1.2	-2.2	5.9	106.2	4.8	6.0	8.4
O=C(Nc1cccc(F)c1)c1sc(Cl)nc1-c1ccccc1	-2.0	3.4	0.5	0.5	-0.9	-21.3	97.2	-1.8	3.3	-3.6
CSC(=N/N=C(\N)c1cnccn1)SC	-3.5	-0.8	0.7	-3.2	0.2	3.8	103.3	-0.4	-1.6	5.6
COc1ccc(CC(=O)N/N=C(\C)c2cccnc2)cc1	-3.1	-1.8	-0.4	2.5	-1.1	9.4	x	0.2	-3.7	2.4
Cc1ccc(NC(=O)C2Cc3ccccc3CN2C(=O)c2ccco2)cc1S(=O)(=O)N(C)C (centres undefined)	-18.3	-2.6	-3.3	0.7	-6.7	13.8	104.5	-0.5	-4.1	17.9
Cc1ccc(/C=C/C(=O)NCCCN2CCN(CCCNC(=O)/C=C/c3ccc(C)o3)CC2)o1	-1.7	-1.4	-1.1	-2.3	-1.4	7.5	127.3	-2.2	-1.2	-0.1
Cn1cc(C(=O)C(=O)N2CCOCC2)c2ccccc21	-12.0	-4.6	-1.5	4.0	4.7	15.1	109.2	-1.7	1.1	12.1
c1ccc(Cc2nnc3sc(-c4ccco4)nn23)cc1	-14.6	-2.2	1.8	1.4	-1.9	11.1	109.6	-1.3	1.3	-3.6
O=C1CCCN1CCCNc1ccc(S(=O)(=O)N2CCCCC2)cn1	0.1	-2.4	-2.7	-6.8	-1.8	12.3	x	x	0.1	0.2
O=C(NCC1CCCO1)C1CC(=O)N(C2CCCC2)C1 (centres undefined)	-3.2	-1.2	0.0	-0.6	2.7	6.2	100.2	x	3.7	1.9
Oc1ccccc1-c1cncn1Cc1ccccc1	-0.3	-2.1	-1.5	0.2	1.1	9.4	97.0	-0.4	0.3	-2.2
COc1ccc(/C=C/C(=O)NC(=S)NNC(=O)c2ccco2)cc1	-4.8	-3.9	-2.2	2.0	-2.4	20.9	95.6	x	7.0	6.2
